Screening data from PubChem BioAssay.
NRP1-CendR mod: NRP-1/CendR interaction modulation. inhibition, % at 25 µM. 360,000 tested, 0.85% active. FAM-RPARPAR peptide binding to NRP-1, fluorescence polarization;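 active = inhibition or corrected inhibition above about 18%, plus a signal ratio from 0.5 to 1.5, limit read from the data, passing the limit was not always enough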; also: strong numbers were not always called active
MsrA inh: bovine MsrA inhibition | purified bovine MsrA, absorbance read-out | inhibition, % at 15.5 µM | 360,000 tested, 0.75% active; in the data active = inhibition above about 4.5%;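 also: 0% = vehicle wells with enzyme and 100% = reference inhibitor wells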
TbMetRS inhib: Trypanosoma brucei MetRS inhibition | purified T. brucei MetRS, ATP depletion, Kinase-Glo luminescence | inhibition, % at 11.9 µM | 360,000 tested, 0.4% active;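 active = inhibition above a per-plate cutoff of the control wells' mean inhibition plus 3 SD, cut at about 5.5% in these data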;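 also: 0% = DMSO wells median and 100% = median of wells with control inhibitor compound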
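System: purified T. brucei MetRS enzyme / Detection: Kinase-Glo luciferase luminescence reporting remaining unconsumed ATP / Medium: HEPES buffer with MgCl2, KCl, DTT, spermine, BSA, pyrophosphatase / Replication: singlicate, one well per compound / Evaluation: percent inhibition relative to median high and low control wells / Schedule: 2 h aminoacylation at 25 °C after 15 min preincubation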
SUMO1-SIM PPI: alters human SUMO1 binding to SIM partners; 360,000 tested, 0.33% active; inhibition, % at 20 µM; P63165; SUMO1 binding to a labelled peptide, TR-FRET, 1 h; in the data active = inhibition above about 37%
Target sequence (P63165 whole entry, looked up): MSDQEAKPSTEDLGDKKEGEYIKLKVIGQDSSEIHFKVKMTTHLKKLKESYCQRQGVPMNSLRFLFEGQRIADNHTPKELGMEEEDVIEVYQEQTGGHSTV
DNMT1 block: inhibitors of human DNMT1; DNMT1 molecular beacon, Hinp1I cleavage, fluorescence; inhibition (reported as % activation of signal), % at 10 µM; 360,000 tested, 0.83% active; AID 588458; in the data active = inhibition above about 50%
STEP inh: STEP (human) phosphatase inhibition | P54829 | recombinant STEP, OMFP fluorogenic substrate, fluorescence | inhibition, % at 20 µM | 360,000 tested, 0.25% active | AID 588621;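 active = inhibition at 20 µM, scaled per plate between control wells, above about 37%, limit read from the data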;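 also: 0% = DMSO with enzyme and substrate and 100% = substrate only without enzyme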
Target sequence (P54829 whole entry, looked up): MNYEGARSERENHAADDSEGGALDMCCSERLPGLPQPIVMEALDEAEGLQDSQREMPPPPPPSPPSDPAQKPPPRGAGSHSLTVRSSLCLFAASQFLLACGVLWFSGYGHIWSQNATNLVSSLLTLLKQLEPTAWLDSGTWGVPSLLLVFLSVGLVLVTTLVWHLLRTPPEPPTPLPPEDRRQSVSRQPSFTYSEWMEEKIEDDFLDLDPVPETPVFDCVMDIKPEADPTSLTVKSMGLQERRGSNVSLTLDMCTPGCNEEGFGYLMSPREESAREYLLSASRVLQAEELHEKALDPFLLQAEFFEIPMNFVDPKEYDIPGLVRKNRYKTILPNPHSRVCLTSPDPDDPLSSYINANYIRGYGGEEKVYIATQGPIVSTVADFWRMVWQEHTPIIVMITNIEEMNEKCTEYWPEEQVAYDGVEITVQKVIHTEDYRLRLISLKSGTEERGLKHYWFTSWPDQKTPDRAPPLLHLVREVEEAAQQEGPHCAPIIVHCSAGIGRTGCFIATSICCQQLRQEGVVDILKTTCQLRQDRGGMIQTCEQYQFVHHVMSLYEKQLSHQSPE
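System: isolated STEP enzyme; schedule: 20 min enzyme reaction at room temperature, protected from light; medium: Bis-Tris buffer pH 6.0, 2.5 mM DTT, 0.005% Tween 20; signal: fluorescence, 480/540 nm; dosing: single compound dose of 20 µM, 1% DMSO final; also added: OMFP substrate, 25 µM final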
eLon inh: E. coli protease La inhibition; P0A9M0; purified E. coli Lon protease, fluorescence polarization; inhibition, % at 7.94 µM; 360,000 tested, 0.42% active; AID 602123; in the data active = inhibition above about 13%, passing the limit was not always enough;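 also: 0% = enzyme with probe and DMSO and 100% = no enzyme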
Scp-1 inhibitor: inhibitors of human Scp-1 phosphatase. inhibition, % at 20 µM. Q9GZU7. 340,000 tested, 0.88% active. Recombinant Scp1, phosphopeptide, malachite green phosphate absorbance;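 active = inhibition above about 50% at 20 µM, limit read from the data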;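 also: plate controls were DMSO wells with enzyme for no effect and wells lacking enzyme for full effect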
Target sequence (Q9GZU7 76-261 limits assumed): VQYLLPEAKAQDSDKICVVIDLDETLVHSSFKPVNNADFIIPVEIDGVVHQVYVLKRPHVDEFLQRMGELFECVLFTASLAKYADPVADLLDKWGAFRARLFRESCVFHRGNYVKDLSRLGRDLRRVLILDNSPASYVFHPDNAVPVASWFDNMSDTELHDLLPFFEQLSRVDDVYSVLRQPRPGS
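Test system: SCP-1 catalytic domain; Buffer or medium: Acidic Tris acetate buffer with magnesium and detergent; Also added: Phosphorylated 17-residue peptide substrate; Compound: single 20 µM dose, 1% DMSO; Schedule: enzyme reaction 45 min at room temperature, colour 5 min, stabilisation 30 min; Signal: Phosphate-binding colour reagent, absorbance read at 630 nm.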
LMPTP inh: blocks human LMPTP phosphatase. P24666. recombinant LMPTP-A, OMFP fluorogenic substrate, fluorescence intensity. inhibition, % at 20 µM. 360,000 tested, 0.22% active. AID 651560;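 active = compounds that cut the enzyme signal by at least half of the control window in the single-dose screen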;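 also: plate controls were DMSO wells with enzyme plus substrate for no effect and substrate without enzyme for full effect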
Target sequence (P24666 whole entry, looked up): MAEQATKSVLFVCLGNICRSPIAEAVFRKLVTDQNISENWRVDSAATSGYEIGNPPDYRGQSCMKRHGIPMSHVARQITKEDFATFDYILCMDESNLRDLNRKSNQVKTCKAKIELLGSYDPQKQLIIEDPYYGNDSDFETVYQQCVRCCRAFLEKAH
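test system = LMPTP-A | amount = 0.625 nM LMPTP-A final | reagent = fluorogenic phosphatase substrate OMFP at 400 µM final | incubation = 50 min at room temperature | benchmarks = no-enzyme low control, uninhibited high control | medium = Bis-Tris pH 6.0, DTT, detergent | signal = fluorescence intensity of OMFP turnover product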
bovine MsrA act: activates bovine MsrA enzyme. purified bovine MsrA, absorbance read-out. activation, % at 10.6 µM. 360,000 tested, 0.3% active; in the data active = activation above about 7.5%;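 also: 0% = vehicle and 100% = reference activator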
* marks the source's active call; other numbers are inactive results; · = no result given.

Second line of a record: NRP1-CendR mod	MsrA inh	TbMetRS inhib	SUMO1-SIM PPI	DNMT1 block	STEP inh	eLon inh	Scp-1 inhibitor	LMPTP inh	bovine MsrA act
1: Cc1cccc(NC(=O)c2nc[nH]c2C(=O)N[C@H](C)c2ccccc2)c1
    -9	1.2	0.0	6	-9	-3	9	-8	2.5	-2
2: CCOC(=O)C(C)Oc1cccc2c(=O)n(CC(=O)N3CCc4ccccc43)ccc12 (stereo not drawn)
    12	0.6	-0.4	2	-1	12	-2	-8	-0.7	-4
3: O=C(NC1(C(=O)NC2CCCC2)CCCCC1)c1ccc2c(c1)OCO2
    11	-0.4	0.3	-1	4	-4	-4	3	1.4	-3
4: COc1cccc(CN2C[C@]34C=C[C@@H](C[C@@H]3S2(=O)=O)O4)c1
    4	0.3	-0.3	-1	9	-1	5	18	-2.1	-2
5: COc1ccc(-c2ccc(C#N)c(OC(=O)c3c(Cl)cccc3Cl)n2)cc1
    3	0.6	0.0	-1	-5	0	6	-12	1.6	-1
6: CCCCN1CCC(CN2C(=O)C(=O)NC[C@@H]2Cc2ccccc2)CC1
    -10	-0.4	0.2	-1	4	0	9	-5	0.0	-1
7: O=C(O)c1ccccc1C(=O)OC1CC2CCC1C2 (stereo not drawn)
    -8	-1.3	0.2	6	6	2	10	·	-1.0	-6
8: Cc1cccc(/C=N/NC(=O)c2cc(Br)ccc2OCc2ccccc2)n1
    6	1.7	4.1	7	21	4	8	21	11	-2
9: Nc1ccc(C(=O)OCc2nc3ccccc3s2)cc1
    4	0.1	0.5	1	-2	-1	2	-4	1.2	-4
10: C=C1C(C(=O)N2CCN(C)CC2)C1C(=O)N1CCN(C)CC1 (stereo not drawn)
    2	1.1	-0.6	-15	-1	-2	3	-7	-9.2	-1

Random excerpt: 3 entries already listed, in no set order.
Second line of a record: NRP1-CendR mod	MsrA inh	TbMetRS inhib	SUMO1-SIM PPI	DNMT1 block	STEP inh	eLon inh	Scp-1 inhibitor	LMPTP inh	bovine MsrA act
2: CCOC(=O)C(C)Oc1cccc2c(=O)n(CC(=O)N3CCc4ccccc43)ccc12 (stereo not drawn)
    12	0.6	-0.4	2	-1	12	-2	-8	-0.7	-4
6: CCCCN1CCC(CN2C(=O)C(=O)NC[C@@H]2Cc2ccccc2)CC1
    -10	-0.4	0.2	-1	4	0	9	-5	0.0	-1
3: O=C(NC1(C(=O)NC2CCCC2)CCCCC1)c1ccc2c(c1)OCO2
    11	-0.4	0.3	-1	4	-4	-4	3	1.4	-3

Continuation.
Second line of a record: NRP1-CendR mod	MsrA inh	TbMetRS inhib	SUMO1-SIM PPI	DNMT1 block	STEP inh	eLon inh	Scp-1 inhibitor	LMPTP inh	bovine MsrA act
11: CSc1nc(C)cc(/C=C\c2ccccc2)c1C#N
    -4	-1.7	-0.7	7	2	-1	-6	-10	0.2	0
12: CCc1nc2ccc(C(=O)N3CCNC(=O)C3)cn2c1N(C)CCC(C)C
    2	0.6	-0.2	4	0	2	-4	·	-2.3	-2
13: O=C1C2C3CC(C(Br)C3Br)C2C(=O)N1c1nccs1 (stereo not drawn)
    4	-0.2	-0.1	3	0	-1	4	1	-3.6	-1
14: Cc1ccc(OCC(=O)N2CCC(C)CC2)c([N+](=O)[O-])n1
    -2	-0.1	-0.1	-17	5	0	-1	-5	0.4	-1
15: CC(=O)NCCCc1c[nH]c2ccc(Cl)cc12
    4	0.9	-0.3	1	-2	-1	-11	0	-1.6	-3
16: O=S(=O)(Nc1ccc2oc(-c3ccccc3)nc2c1)c1ccccc1
    6	1.8	-0.1	8	-11	-2	0	-5	-1.4	-7
17: O=S(=O)(NC1CCCC1)c1ccc(S(=O)(=O)NC2CCCC2)cc1
    6	1.1	0.1	1	5	-12	6	-9	-2.1	-2
18: OCCCn1c(C(CO)Nc2nc(-c3ccc(Cl)cc3)cs2)nc2ccccc21 (stereo not drawn)
    2	-0.6	-0.2	-8	-14	1	-17	-2	0.1	-4
19: CCN1C[C@@H]2[C@@H]3C(=O)N(Cc4ccccc4)C(=O)[C@@H]3[C@](Cc3ccccc3)(C1=O)N2C(=O)c1ccc(Cl)c(Cl)c1
    -1	0.7	0.3	5	-14	0	3	0	0.3	-2
20: O=C(NC1=NCCS1)c1sc2cc(Cl)cc(Cl)c2c1Cl
    -11	-0.1	0.1	1	31	5	-9	-3	13	2
21: CCOC(=O)C1=C(O)/C(=C/c2cn(CC(=O)NCC3CCCO3)c3ccccc23)SC1=Nc1ccc(C)cc1 (stereo not drawn)
    91	·	-1.0	-4	42	-18	-6	7	1.7	-11
22: Cc1ccc(C(=O)Nc2ccc(Cl)cn2)cc1S(=O)(=O)N1CCOCC1
    -2	1.5	-0.4	9	-4	1	-3	0	-0.7	-3
23: CC(C)CN(C(=O)COC(=O)CNC(=O)c1ccccc1F)C1CCS(=O)(=O)C1 (stereo not drawn)
    0	-1.0	0.3	1	2	0	1	8	-0.7	-2
24: COC(=O)C1CC(=O)N(Cc2ccccc2)C1 (stereo not drawn)
    9	-0.7	-0.6	-2	1	-3	0	-8	-2.0	-2
25: COc1ccc(-n2ccnc2CN2CCCC(CO)(Cc3cccc(OC)c3)C2)cc1 (stereo not drawn)
    -7	1.0	-0.4	-2	0	1	1	-1	1.0	-2
26: Cc1cc(-c2nnc(SCC(=O)Nc3nc(-c4ccccc4)cs3)o2)no1
    -13	1.3	-0.9	4	9	-1	0	-1	0.3	-9
27: CCCCCNC(=O)C(=O)C1C(=O)Nc2ccccc21 (stereo not drawn)
    2	0.7	-0.4	-1	2	-3	1	-7	-0.8	-3
28: Cc1nc(-c2coc3cc(OCC(=O)O)ccc3c2=O)cs1
    -8	-0.3	-1.6	7	1	-4	0	-8	-1.6	-11
29: OCC1(CCc2ccccc2)CCN(Cc2ccc3nsnc3c2)CC1
    14	0.1	0.3	-17	-7	4	1	1	-0.3	-4
30: CSc1nsc(SCC(=O)Nc2ccc(F)cc2)n1
    0	0.8	-0.7	1	3	2	-5	-3	-0.2	-9
31: COc1ccc(S(=O)(=O)Nc2ccccc2C(=O)N2CCOCC2)cc1Cl
    2	0.5	-0.1	0	0	-1	0	-2	-0.8	1
32: O=C1COc2ccc(C(=O)c3ccccc3C(=O)NCc3ccco3)cc2N1
    0	0.5	-0.4	-1	-5	-2	-6	1	0.4	-12
33: CCOc1ccc(S(=O)(=O)Nc2ccc(C(=O)N3CC(C)OC(C)C3)cc2)cc1 (stereo not drawn)
    13	-1.5	-0.4	2	2	-1	-5	-2	0.9	-4
34: CCNC(=O)C1(C)CCN(Cc2ccc(C(=O)OCC)o2)C1 (stereo not drawn)
    -19	0.1	-0.3	-3	-1	0	1	·	0.7	-3
35: CCCCn1c(Cc2ccccc2)nnc1SCC(=O)Nc1cc(C)on1
    -8	-0.8	0.0	-3	2	-3	10	5	-0.4	2
36: S=C(Nc1ccc2cn[nH]c2c1)Nc1ccc(Cl)cc1Cl
    -3	-1.5	0.1	0	-14	7	1	-3	1.5	1
37: Cc1ccc(SCC(=O)NNC(=O)C2CCCCC2)cc1
    -5	1.7	0.5	2	-3	-3	-3	-3	0.1	3
38: O=C(c1ccc(-c2ccccc2)cc1)N1CCN(c2ccccn2)CC1
    14	-1.2	0.0	3	0	2	-4	1	1.6	-4
39: Cc1cc(C)cc(NC(=S)NC2CC3CCCC(C2)N3C2CCCC2)c1 (stereo not drawn)
    -6	-0.4	-1.9	20	4	40*	-7	-6	1.5	-11
40: CC(=O)c1cccc(NC(=O)NC(C)c2ccc3c(c2)OCO3)c1 (stereo not drawn)
    2	-0.2	0.6	5	-2	0	2	-11	0.3	-2
41: COc1ccc(NC(C)C(=O)Nc2ccc(C#N)cc2)cc1Cl (stereo not drawn)
    -4	-0.7	-0.9	0	-6	-2	-4	-5	0.4	-1
42: CCOc1ccc(-c2ccc(C=O)o2)c([N+](=O)[O-])c1
    -3	2.2	-1.0	-24	-10	4	-4	-9	0.2	-5
43: COc1ccc2ccccc2c1C1NC(=O)c2ccccc2N1 (stereo not drawn)
    9	0.2	-0.4	-8	-3	2	-9	2	-0.3	-2
44: O=S(=O)(Nc1cc(Cl)ccc1-n1cncn1)c1ccc(F)cc1
    15	-0.3	-0.4	4	1	-4	-3	0	-1.7	-4
45: CC(=O)C1=C(O)C(=O)N(Cc2cccnc2)C1c1ccccc1Cl (stereo not drawn)
    -8	1.3	-0.2	-3	-1	1	3	-3	-1.6	-4
46: CCN(Cc1ccccc1)C(=O)CCc1nc(-c2ccc(C)cc2)no1
    -4	-0.1	-1.2	2	-4	-2	-11	-12	1.7	-1
47: N#Cc1ccc(Oc2ncccn2)cc1
    5	0.4	-0.7	2	1	-2	5	-10	-1.7	-5
48: CC1=NOC(=O)/C1=C\c1ccc(-c2ccc(Br)cc2)o1
    -88	-0.2	-0.2	15	61*	4	-7	1	4.8	1
49: CC(OC(=O)Cc1ccc(F)cc1)C(=O)NCc1ccc2c(c1)OCO2 (stereo not drawn)
    -7	0.4	-0.3	0	1	1	-4	-3	0.1	-2
50: O=C(CSc1nc2cc(C(=O)O)ccc2c(=O)n1-c1ccc(F)cc1)Nc1ccc(F)c(F)c1F
    9	-0.6	0.4	6	0	1	3	-4	-1.8	-1
51: COCCn1c(Br)nc2c1c(=O)n(C)c(=O)n2C
    7	-0.7	0.6	-2	1	-1	-6	1	-3.0	-5
52: CCCCc1cc(=O)oc2c(C)c(OCC(=O)NCc3ccccn3)ccc12
    5	2.0	-0.4	-1	0	2	-5	-9	-1.2	-2
53: CN(CC(=O)Nc1ccc(F)c(F)c1F)C(=O)c1nn(Cc2ccccc2)c(=O)c2ccccc12
    -7	-1.3	-0.5	4	3	-3	-1	-11	0.3	-1
54: O=C(NCCC(=O)N1CCN(c2ccc(F)cc2)CC1)c1ccco1
    1	-0.8	-0.5	-1	1	1	-2	-3	0.9	2
55: CNC(=O)NC(=O)COC(=O)c1n[nH]c2ccccc12
    2	0.7	0.0	-2	1	1	-1	-1	0.3	-1
56: COc1ccc(NC(=O)COC(=O)CCCc2c[nH]c3ccccc23)cc1OC
    4	·	0.2	4	-10	0	-3	-5	0.0	-3
57: COc1ccc(Cl)cc1Cn1c(C)c(C(=O)NCc2ccc(C#N)cc2)sc1=O
    -9	-1.2	0.3	4	-3	1	7	·	3.0	0
58: COc1ccc(NC(=O)CN(C)C(=O)c2ccc(S(=O)(=O)Nc3ccccc3C)cc2)cc1
    3	-1.0	-0.1	-22	-2	3	-2	-12	-10	-2
59: Cc1ccc(C(=O)CSc2nc(C(C)C)nc3ccccc23)cc1
    6	-0.3	-0.5	0	-1	1	4	6	0.8	-3
60: Cc1nc2ccccc2c(C)c1CC(=O)OC(C)C(=O)NC1(C#N)CCCCC1 (stereo not drawn)
    -6	-0.2	-0.1	8	-3	-2	2	-3	3.0	-1
